Assay outcomes as filed in PubChem.
TexasRed fluor: Total Fluorescence Counterscreen for Inhibitors of the Interaction of Thyroid Hormone Receptor and Steroid Receptor Coregulator 2; hit rate 0.29% among 280,000; Potency, µM (series often up to 106 µM), for inactives: at the highest dose fluorescence change, negative = quenching; TRb/SRC2 Texas Red total fluorescence interference; active means well fitted curve in either direction with a large enough effect
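Flags fluorescent or light-absorbing compounds by total fluorescence, S + 2P, at 555 nm excitation and 632 nm emission. Mixture: 20 nM Texas Red SRC2 peptide, 0.6 uM human TRb LBD, 1 uM T3, 5% DMSO; compound exposure 5 h at ambient temperature.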
TRb SRC2 PPI: qHTS for Inhibitors of the Interaction of Thyroid Hormone Receptor and Steroid Receptor Coregulator 2; Thyroid hormone receptor beta (Homo sapiens), P10828; TRbeta-SRC2 peptide binding, fluorescence polarization; receptor liganded with 1 µM T3; Potency, µM (top dose mostly 106 µM), for inactives: top-dose activity change, negative = inhibition, actives largely listed as inhibitors; hit rate 0.065% among 280,000; AID 1469, 2008; active means well fitted inhibition curve with a large enough effect;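 further: plate controls were bound peptide for no effect and peptide without receptor for full effect; nearly all actives have a fitted effect of over 50% in size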
Target sequence (P10828 whole entry, looked up): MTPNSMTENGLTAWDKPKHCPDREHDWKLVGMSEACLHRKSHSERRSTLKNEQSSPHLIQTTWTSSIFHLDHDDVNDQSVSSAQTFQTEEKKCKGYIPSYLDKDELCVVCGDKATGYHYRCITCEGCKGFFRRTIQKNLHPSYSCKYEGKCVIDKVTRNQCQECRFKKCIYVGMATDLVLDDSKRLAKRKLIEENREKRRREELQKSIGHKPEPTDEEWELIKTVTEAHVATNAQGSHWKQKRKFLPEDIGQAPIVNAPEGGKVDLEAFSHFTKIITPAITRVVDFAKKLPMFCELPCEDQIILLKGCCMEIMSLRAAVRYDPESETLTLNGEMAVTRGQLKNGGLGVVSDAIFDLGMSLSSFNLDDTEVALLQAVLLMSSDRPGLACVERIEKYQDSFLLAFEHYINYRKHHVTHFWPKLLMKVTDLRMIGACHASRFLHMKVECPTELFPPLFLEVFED
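Read-out is fluorescence polarization (555 nm excitation, 632 nm emission) of a Texas Red SRC2 coactivator peptide; loss of signal reflects blocked binding to human TRb ligand-binding domain in the presence of 1 uM T3.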
* marks the source's active call; other numbers are inactive results; [ ] = another dose, or the depositor's remark. Unless noted, on the % scale 0 is the no-effect control and ±100 the full control effect; potency means the concentration at half of the fitted maximal effect.

SMILES	TexasRed fluor	TRb SRC2 PPI
O=C(OCC1CCCO1)c1ccc2c(c1)N(Cc1ccccc1Cl)C(=O)c1ccccc1S2(=O)=O (stereo unspecified)	-1.8%	3.5%
COc1ccc2c(c1)c1c(c(=O)n(Cc3ccccc3)c(=O)n1Cc1cc(C)ccc1C)n2C	-0.4%	-1.4%
COc1ccc(NC(=O)c2ccc(-c3nc(COc4ccccc4)c(C)o3)cc2)cc1	-1.9%	-12.0%
CCOC(=O)c1ccc(NC(=O)N2CC3CCCN3c3ccccc32)cc1 (stereo unspecified)	0.4%	-5.5%
COc1ccc(N2CCN(c3nc4ccc(C(=O)c5ccccc5)cc4n4cnnc34)CC2)cc1	0.4%	-1.7%
Cc1nn(-c2ccc(F)cc2)c(-n2cccc2)c1C(=O)NCCc1ccc(Cl)cc1	-2.8%	10.9%
O=C(CCCn1c(=O)c2cccn2c2cccnc21)NCc1ccc(F)cc1	-0.2%	5.9%
COc1ccc(-c2noc(CC(=O)N(C)c3ccccc3F)n2)cc1	-1.3%	0.7%
Cc1cccc(-n2c(=O)c3c(c4cc(C)ccc4n3C)n(CC(=O)N3CCCC3)c2=O)c1	-1.0%	-7.6%
CCOc1ccccc1NC(=O)CSc1nnc(CC)c(CC)n1	-0.4%	2.8%
COc1ccc(NC(=O)CCS(=O)(=O)c2cc3c4c(c2)CCN4C(=O)CC3)cc1OC	-1.3%	2.8%
CCOc1ccc(NC(=O)CSc2nc(-c3cccc(Cl)c3)nc3c2Cc2c(CO)cnc(C)c2O3)cc1	-0.5%	6.0%
COc1ccccc1CCNC(=O)c1cccn1-c1nnc(N2CCCC2)s1	1.5%	5.9%
COc1cc(NC(=O)CSc2nnc(C)n3c2cc2oc(C)cc23)cc(OC)c1	-0.1%	-2.6%
CCc1ccc(NC(=O)CSc2nc(-c3ccc(C)cc3)nc3c2Cc2c(CO)cnc(C)c2O3)cc1	1.3%	7.3%
Cc1ccc(Cn2c(=O)n(-c3cc(C)cc(C)c3)c(=O)c3oc4ccccc4c32)cc1	-0.9%	4.8%
CC(=O)N1c2ccc(S(=O)(=O)NCCC(=O)Nc3ccc(C)cc3Br)cc2CC1C (stereo unspecified)	-0.5%	-1.5%
Cc1nn(CC(=O)N2CCN(c3ccccc3F)CC2)c(=O)c2cccn12	-2.9%	3.9%
CCc1ccc(CNC(=O)C2CCN(C(=O)c3ccc(-n4c(C)cc5ccccc54)s3)CC2)cc1	-1.8%	8.8%
Cc1ccc(S(=O)(=O)NCCc2nnc3ccc(SCC(=O)Nc4ccc(OC(F)(F)F)cc4)nn23)cc1	-0.4%	3.9%
Cc1cccc(N2CCN(C(=O)CCS(=O)(=O)c3ccc4c(c3)CC(=O)N4C)CC2C)c1 (stereo unspecified)	0.2%	-8.5%
Cc1cc(C)c(S(=O)(=O)n2cnc(C)c2)c(C)c1	-0.6%	4.5%
CCc1ccc(CNC(=O)CCCn2ccc3cc(S(=O)(=O)N4CCCC4)ccc32)cc1	-0.4%	-3.0%
Cc1ccccc1Nc1nn2c(=O)c3ccc(C(=O)NCC(C)c4ccccc4)cc3nc2s1 (stereo unspecified)	-2.4%	-4.7%
Cc1cccc(NC(=O)C2CCN(c3nnc(C)c4c(C)n(-c5ccccc5)nc34)CC2)c1C	-1.3%	-2.5%
SMILES	TexasRed fluor	TRb SRC2 PPI
CCOc1ccc(N(C)S(=O)(=O)c2cc(-c3cc(C)no3)ccc2OC)cc1	-1.7%	-5.7%
CCOC(=O)c1ccccc1NC(=O)Cn1c(=O)n(Cc2nc(-c3ccccc3)no2)c(=O)c2ccccc21	-1.2%	-1.6%
COc1ccc(CCNC(=O)c2cnc3sc(N4CCC(C)CC4)nn3c2=O)cc1OC	-1.8%	2.2%
Nc1nonc1-c1nc2ccccc2n1CC(=O)Nc1cccc(C(F)(F)F)c1	2.3%	4.6%
Cc1ccc(NC(=O)CSc2nc(-c3cccs3)nc3cc(=O)[nH]n23)cc1C	-1.3%	4.2%
CCCCC(=O)Nc1c(C(=O)N2CCN(c3ccccc3)CC2)oc2ccccc12	0.1%	1.5%
Cc1cccc(NC(=O)CSc2nc(-c3cccs3)nc3cc(=O)[nH]n23)c1	-1.3%	-3.6%
Cc1cccc(N(C)c2nc3ccc(C)cc3n3nnnc23)c1	0.3%	-7.9%
COc1ccc(-n2c(=O)c3c(c4cc(OC)ccc4n3C)n(Cc3cccc(C)c3)c2=O)cc1	-1.1%	2.8%
CCOC(=O)c1cc(C)n(CC2CCC(C(=O)Nc3ccc(OC)c(OC)c3)CC2)c1C (stereo unspecified)	0.3%	6.0%
Cc1nn(CCCC(=O)Nc2cccc(F)c2)c(=O)c2c1sc1ccccc12	0.2%	4.8%
CCc1ccccc1NC(=O)CN1C(=O)COc2ccc(S(=O)(=O)Nc3ccccc3)cc21	-0.3%	2.0%
CC(C)c1ccc(NC(=O)Cn2c(=O)n(Cc3nc(-c4ccccc4)no3)c(=O)c3cc4c(cc32)OCO4)cc1	0.1%	-5.1%
Cc1ccccc1-c1noc(-c2ccc(NCc3ccco3)c([N+](=O)[O-])c2)n1	-7.8%	-1.6%
CCOc1ccc(CNC(=O)C2CCCCN2S(=O)(=O)c2ccc(F)cc2)cc1OC (stereo unspecified)	-0.1%	3.5%
CCc1nnc(NS(=O)(=O)c2ccc(N)cc2)s1	-2.4%	-0.1%
CCCCCCCCCCCCCO	-1.3%[201 µM]	4.3%[201 µM]
CCC(C(=O)NCCc1ccccc1)n1nc(C)c2sc3ccccc3c2c1=O (stereo unspecified)	-0.8%	-8.6%
O=C(CCn1c(=O)c2cccn2c2cccnc21)N1CCN(c2ccc(Cl)cc2)CC1	-0.2%	-6.0%
COc1cc(-c2noc(-c3ccc(NC4CCCC4)c([N+](=O)[O-])c3)n2)cc(OC)c1OC	1.5%	-3.9%
Cc1ccc(CCNC(=O)CN2C(=O)COc3ccc(S(=O)(=O)N4CCC(C)CC4)cc32)cc1	-0.9%	-1.6%
O=c1c2ccccc2n2c(-c3ccc(Cl)cc3)nnc2n1CCc1ccccc1	0.3%	4.2%
CCc1ccccc1NC(=O)CSc1ncc2c(n1)-c1ccccc1N(Cc1ccc(C)cc1)S2(=O)=O	1.4%	3.4%
COc1ccc(Cl)cc1NC(=O)NCc1noc2ccccc12	-0.3%	-2.8%
COC(=O)c1ccc(NC(=O)CC2C(=O)N(c3ccc(Cl)cc3)C(=O)N2Cc2ccco2)cc1 (stereo unspecified)	-0.9%	6.3%
SMILES	TexasRed fluor	TRb SRC2 PPI
Cc1cc(-c2ccc(C)c(S(=O)(=O)NCc3cccc(Br)c3)c2)on1	1.0%	-3.6%
COc1ccc(CNC(=O)CCCn2nc(C)c3sc4ccccc4c3c2=O)cc1OC	-1.5%	6.0%
O=C(CC(c1cccs1)N1Cc2ccccc2C1=O)Nc1cccc(F)c1 (stereo unspecified)	-0.1%	1.3%
CCOc1ccc(CCNC(=O)c2cnc3sc(N4CCCCC4)nn3c2=O)cc1	-0.7%	0.1%
COc1ccc(Cl)cc1NC(=O)Cn1c(=O)c(-c2ccccc2NC(C)=O)nc2ccccc21	-0.7%	6.0%
CC(=O)c1ccc(NC(=O)c2ccc(CN3C(=O)CCn4nc(C)cc43)cc2)cc1	-0.4%	-7.0%
Cc1cc2c(cc3c(SCC(=O)Nc4cccc(Cl)c4C)nnc(C)n32)o1	-3.2%	6.2%
Cc1ccc(NC(=O)CSc2nc3c(c(=O)[nH]2)CCC3)cc1Cl	-3.1%	-6.3%
CCOc1ccccc1CNC(=O)c1ccc(CS(=O)Cc2cccc(Cl)c2)o1 (stereo unspecified)	-0.6%	-0.1%
CCOc1ccc(NC(=O)Cn2cc(C(=O)c3ccc(CC)cc3)c(=O)c3ccc(C)nc32)cc1	1.2%	0.3%
CCCOC(=O)c1ccc(NC(=O)Cc2csc(C)n2)cc1	-0.9%	1.5%
COc1ccc(OC)c(NC(=O)CSc2ccc(-c3cccs3)nn2)c1	-1.1%	3.8%
Cc1cccc(N2C(=O)CSC23C(=O)N(Cc2cccc(F)c2)c2ccccc23)c1 (stereo unspecified)	-0.6%	-1.4%
O=C(CN1CCCN(Cc2ccccc2Cl)S1(=O)=O)NCc1ccccc1	0.5%	-5.0%
COc1cc(OC)cc(N2C(=O)CSC23C(=O)Nc2ccccc23)c1 (stereo unspecified)	-0.1%	-7.1%
CCCCCCCC(=O)Oc1c(Br)cc(C#N)cc1Br	1.6%[201 µM]	3.8%[201 µM]
CN1c2ccc(Cl)cc2-c2nc(SCC(=O)Nc3cc(F)ccc3F)ncc2S1(=O)=O	1.0%	-5.8%
COc1ccc(-c2cc(C)no2)cc1S(=O)(=O)NCc1ccco1	-3.9%	-5.7%
Cc1ccc(S(=O)Cc2nc(-c3ccc(C(=O)NC(C)c4ccccc4)cc3)oc2C)cc1 (stereo unspecified)	2.2%	-1.5%
COc1cccc(-c2noc(-c3cc(C(C)C)[nH]n3)n2)c1OC	0.0%	-5.0%
COc1ccc(CNC(=O)C2CCCN(C(=O)c3cnn(-c4ccc(F)cc4)c3-n3cccc3)C2)cc1 (stereo unspecified)	1.8%	0.8%
COc1ccc(CNC(=O)CCC(=O)N2CCSc3ccccc32)cc1	0.1%	-1.1%
Cn1c(=O)oc2cc(S(=O)(=O)NC(CC(=O)O)c3cccc(Br)c3)ccc21 (stereo unspecified)	0.8%	-5.3%
CCCCSc1nc(-c2cccc(OC)c2)nc2c1Cc1c(CO)cnc(C)c1O2	-2.1%	-5.6%
COc1ccc(Br)cc1CNC(=O)c1cnc2sc(N3CCC(C)CC3)nn2c1=O	-1.6%	0.4%

Seven compounds out of the list, sorted by number of heavy atoms, largest number first.
SMILES	TexasRed fluor	TRb SRC2 PPI
Cc1ccc(S(=O)Cc2nc(-c3ccc(C(=O)NC(C)c4ccccc4)cc3)oc2C)cc1 (stereo unspecified)	2.2%	-1.5%
CCOc1ccc(CCNC(=O)c2cnc3sc(N4CCCCC4)nn3c2=O)cc1	-0.7%	0.1%
CCOc1ccccc1CNC(=O)c1ccc(CS(=O)Cc2cccc(Cl)c2)o1 (stereo unspecified)	-0.6%	-0.1%
Cn1c(=O)oc2cc(S(=O)(=O)NC(CC(=O)O)c3cccc(Br)c3)ccc21 (stereo unspecified)	0.8%	-5.3%
COc1ccc(OC)c(NC(=O)CSc2ccc(-c3cccs3)nn2)c1	-1.1%	3.8%
COc1ccc(-c2cc(C)no2)cc1S(=O)(=O)NCc1ccco1	-3.9%	-5.7%
COc1cccc(-c2noc(-c3cc(C(C)C)[nH]n3)n2)c1OC	0.0%	-5.0%

Quoted from the listing.
TRb SRC2 PPI result of `Cc1cccc(N2C(=O)CSC23C(=O)N(Cc2cccc(F)c2)c2ccccc23)c1` (stereo unspecified) is entered as -1.4%
TexasRed fluor result of `CCOc1ccccc1CNC(=O)c1ccc(CS(=O)Cc2cccc(Cl)c2)o1` (stereo unspecified) is entered as -0.6%

(listing goes on)
SMILES	TexasRed fluor	TRb SRC2 PPI
CN(C)c1ccc(C(=O)Nc2cccc(-c3nc4cccnc4s3)c2)cc1	-1.3%	0.2%
O=C(CCn1c(=O)c2cccn2c2cccnc21)NCc1cccc(Br)c1	-0.3%	0.0%
COc1ccc(C2=NS(=O)(=O)N(C)C(C(=O)NC(C)c3ccccc3)=C2)cc1OC (stereo unspecified)	-1.0%	1.8%
CCOc1ccc(NC(=O)c2cc(S(=O)(=O)N3CCCC3)c[nH]2)cc1	-2.8%	4.2%
CCc1nnc(SCc2nc(-c3ccccc3Cl)oc2C)c2cc3sc(C)cc3n12	-0.9%	-1.7%
CCNc1ccc(-c2nc(-c3ccccn3)no2)cc1[N+](=O)[O-]	0.1%	-3.0%
Cc1ccc2c(c1)N(C(=O)CCC(=O)NCc1cccc(F)c1)CC(C)O2 (stereo unspecified)	-2.5%	3.8%
Cc1nc2cccnc2n1-c1cccc(C(=O)NCCc2ccc(S(N)(=O)=O)cc2)c1	1.9%	-1.0%
CCN(CC)c1ccc(NC(=O)Cn2c3ncccc3c(=O)n2-c2ccccc2)c(C)c1	-0.7%	-4.3%
COc1ccc(-c2cc(C)no2)cc1S(=O)(=O)Nc1cccc(C(F)(F)F)c1	-1.1%	-0.1%
CCCCN1CC(c2nc3ccccc3n2CCCCOc2cccc(C)c2C)CC1=O (stereo unspecified)	-1.9%	1.8%
CCSc1nc2ccccc2c(OCc2ccccc2Cl)c1C(=O)OC	-1.5%	-1.0%
Cc1ccc(CNC(=O)CN2C(=O)CSc3ccc(S(=O)(=O)N(C)C)cc32)cc1	-1.3%	3.9%
COc1cccc(N2CCN(C3C(=O)c4ccccc4N3C(C)=O)CC2)c1 (stereo unspecified)	-0.1%	2.4%
Cc1nn(C(C)C(=O)Nc2ccc(C(C)C)cc2)c(=O)c2c1sc1ccccc12 (stereo unspecified)	-0.1%	1.2%

A portion of the library. The share of hits here may be higher or lower than overall.
